Assay outcomes deposited in PubChem by several laboratories.
Runt-CBFb FRET = blocks binding of human RUNX1 Runt domain to CBFb; Q01196+Q13951; Cerulean-Runt/Venus-CBFb FRET ratio 530/480, 1 h; 220,000 tested, 0.46% active; inhibition, % at 20 µM;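 active = inhibition over about 50% at 20 µM in the single-dose screen, limit read from the data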;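 also: 0% = DMSO wells and 100% = excess unlabeled CBFb competitor control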
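test system = Cerulean-tagged RUNX1 Runt domain (FRET donor) fusion protein | reagent = Venus-CBFb binding partner, 100 nM | incubation = protein complex preformed 1 h, compound exposure 1 h, room temperature, dark | detection = FRET fluorescence | read-out basis = loss of energy transfer signal | controls = 5 µM unlabeled CBFb as full-inhibition high control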
14-3-3 Bad PPI = disrupts binding of bovine 14-3-3 zeta to phospho-Bad peptide; 220,000 tested, 0.71% active; P63103; TR-FRET 14-3-3zeta/Dy647-pBad peptide displacement, 1 h; AID 781; inhibition, % at 21.7 µM;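 active = inhibition above about 70%, limit read from the data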;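 also: 0% = full 14-3-3 plus peptide FRET controls and 100% = background without 14-3-3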
Target sequence (P63103 whole entry, looked up): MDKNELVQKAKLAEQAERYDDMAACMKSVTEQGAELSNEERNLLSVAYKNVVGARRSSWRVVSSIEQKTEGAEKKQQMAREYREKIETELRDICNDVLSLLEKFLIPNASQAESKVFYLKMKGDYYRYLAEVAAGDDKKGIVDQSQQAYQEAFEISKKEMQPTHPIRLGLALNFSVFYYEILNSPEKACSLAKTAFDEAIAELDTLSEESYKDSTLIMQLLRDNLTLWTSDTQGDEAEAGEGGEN
Hck Nef HTS = human Hck-Nef kinase inhibition | Recombinant Hck-YEEI plus Nef, Z-Lyte FRET kinase assay | P08631 | inhibition, % at 20 µM | 220,000 tested, 0.68% active | AID 463187;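 active = Hck-Nef kinase inhibition above about 50%, limit read from the data; inactive = inhibition below that limit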;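 also: 0% = DMSO with Hck plus Nef and 100% = Hck alone without Nef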
FXIa inh = factor XIa (human) inhibition | P03951 | purified FXIa, Boc-Glu-Ala-Arg-AMC fluorogenic substrate | inhibition, % at 5 µM | 220,000 tested, 0.14% active | AID 798;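 active = inhibition of at least 40%; inactive = inhibition below 40%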;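 also: fluorescence of freed AMC excited at 355 nm; 0% = enzyme without compound and 100% = no enzyme blank; many of its hits are not listed in these tables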
Target sequence (P03951 19-387 limits assumed): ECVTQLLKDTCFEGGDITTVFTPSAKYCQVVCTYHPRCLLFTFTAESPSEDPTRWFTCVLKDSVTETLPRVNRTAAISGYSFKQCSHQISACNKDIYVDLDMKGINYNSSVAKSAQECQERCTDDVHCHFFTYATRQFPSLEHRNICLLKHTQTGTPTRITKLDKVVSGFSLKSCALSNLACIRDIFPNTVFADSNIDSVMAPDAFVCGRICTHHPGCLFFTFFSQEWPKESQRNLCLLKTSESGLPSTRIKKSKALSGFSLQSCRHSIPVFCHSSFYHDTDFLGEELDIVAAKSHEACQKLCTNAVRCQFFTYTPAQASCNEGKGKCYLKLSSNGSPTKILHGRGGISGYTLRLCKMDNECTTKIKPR
Target sequence (P03951 388-625 limits assumed): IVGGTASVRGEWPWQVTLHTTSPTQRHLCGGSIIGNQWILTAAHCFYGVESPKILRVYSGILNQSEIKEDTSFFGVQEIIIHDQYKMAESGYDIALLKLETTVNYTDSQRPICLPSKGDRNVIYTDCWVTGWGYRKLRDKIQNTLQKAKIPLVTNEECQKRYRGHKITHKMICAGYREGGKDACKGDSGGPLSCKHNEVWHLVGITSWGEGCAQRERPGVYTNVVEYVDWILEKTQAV
KLK5 inh = inhibitors of human kallikrein 5 | inhibition, % at 5 µM | recombinant hK5, fluorogenic AMC substrate cleavage | AID 873 | 210,000 tested, 0.59% active;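 active = inhibition of 40% or more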;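 also: 0% = enzyme controls without compound and 100% = no-enzyme blanks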
Target sequence (Q9Y337 67-293 limits assumed): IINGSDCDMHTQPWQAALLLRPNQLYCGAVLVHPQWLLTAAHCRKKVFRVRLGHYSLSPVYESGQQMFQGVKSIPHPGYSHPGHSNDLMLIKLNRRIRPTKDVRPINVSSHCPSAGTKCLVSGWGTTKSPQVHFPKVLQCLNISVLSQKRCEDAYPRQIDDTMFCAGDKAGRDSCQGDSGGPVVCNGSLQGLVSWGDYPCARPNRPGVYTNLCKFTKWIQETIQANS
FXIIa inh 1536 = factor XIIa (human) inhibition. P00748. purified FXIIa, Boc-QGR-AMC fluorogenic substrate, 2 h. inhibition, % at 5 µM. 220,000 tested, 0.3% active; in the data active = inhibition above about 40%;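 also: 0% = enzyme with no compound and 100% = blank without enzyme; many of its hits are not listed in these tables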
Runt-SMMHC FRET = Runt domain-CBFb-SMMHC interaction inhibition; Q01196+Q13951; Cerulean-Runt/Venus-CBFb-SMMHC FRET ratio 530/480, 1 h; inhibition, % at 20 µM; 220,000 tested, 0.74% active; AID 1434;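 active = mean inhibition across duplicate retests at 20 µM reaching about 50%, limit read from the data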;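 also: 0% = DMSO wells and 100% = wells with excess untagged CBFb-SMMHC; inhibitors lower the FRET ratio by blocking Runt binding to CBFb-SMMHC; some results filed as inactive read as strong as hits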
Wee1 stabilizer = inhibitors of human Wee1 degradation. P30291. HeLa Luc-Wee1K328M stability, luciferase luminescence; 100% = proteasome inhibitor MG132 effect. reporter increase, % at 5 µM. 220,000 tested, 1.2% active. AID 1321;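 active = activation above the mean of all tested compounds plus 3 SD, set per screening run, cut at about 8.8% in these data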;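 also: cells exposed to compound for 20 h before luminescence read; 0% = DMSO alone and 100% = MG132 at 30 µM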
Thrombin inh = inhibitors of human thrombin; P00734; alpha-thrombin, Boc-VPR-AMC fluorogenic substrate cleavage; inhibition, % at 5 µM; 220,000 tested, 0.26% active;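 active = inhibition at or above 40%; inactive = inhibition below 40%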;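 also: 0% = enzyme with no compound and 100% = wells without enzyme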
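Material: human alpha-thrombin protein; Also added: Boc-VPR-AMC substrate, 15 µM final; Timing: enzyme reaction carried out at room temperature; Signal: fluorescence, ex 355 nm, em 460 nm; Measure: % inhibition of thrombin; Controls: enzyme without compound as high, wells lacking enzyme as low.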
Active calls of the source: *; nt = no result given; + = active, no number; & = joins results of further samples; [ ] = remark or other dose.

SMILES	Runt-CBFb FRET	14-3-3 Bad PPI	Hck Nef HTS	FXIa inh	KLK5 inh	FXIIa inh 1536	Runt-SMMHC FRET	Wee1 stabilizer	Thrombin inh
CC(O)CNc1nc2sc3c(c2c(=O)n1CCc1ccccc1)CCCCC3 (stereo not given)	12	-4	1	-9	-5	-2	2	1	-5
CC(CCc1ccccc1)NC(=O)C1CCN(S(=O)(=O)c2cnc[nH]2)CC1 (stereo not given)	2	-7	17	-20	-15	0	-1	1	-5
O=C(c1ccc([N+](=O)[O-])cc1)n1nc(-c2ccccc2)nc1NCc1ccccc1	2	-2	0	3	13	11	0	3	87*
COC(=O)Cc1csc(N)n1	-2&-1	57&-1[fluorescence artefact?]	0&-1	0&-4	-22&2	6&3	1&-3	-1&-1	-29&-7
COc1ccccc1N=Cc1nc(-c2ccccc2)oc1OC(C)=O	2	-2	0	43*	-5	31	7	-1	26
O=C1C(Nc2ccccc2)=CC(c2ccc(O)cc2)N1c1ccccc1 (stereo not given)	8	-7	3	-3	8	-2	3	3	-11
CCc1ccc(/C=C2/C(=O)N(c3ccccc3)C(=S)N2CC(=O)OC)s1	-12	7	0	3	-1	3	-12	-1	-5
COc1ccc2oc(=O)c(C(=O)OCC(=O)c3ccc([N+](=O)[O-])cc3)cc2c1	10	5	-2	-5	-2	2	0	2	-6
Cc1ccc(N(Cc2ccccc2F)S(C)(=O)=O)cc1C	2	3[fluorescence artefact?]	1	-10	-24	-9	-1	0	-9
N/C(=N\OC(=O)/C=C/c1ccccc1Cl)c1ccccn1	-1	-8	-89	0	-10	-1	-1	-2	2

Complete entries, quoted from the list. Order of values: Runt-CBFb FRET	14-3-3 Bad PPI	Hck Nef HTS	FXIa inh	KLK5 inh	FXIIa inh 1536	Runt-SMMHC FRET	Wee1 stabilizer	Thrombin inh
COc1ccc2oc(=O)c(C(=O)OCC(=O)c3ccc([N+](=O)[O-])cc3)cc2c1 is listed with 10	5	-2	-5	-2	2	0	2	-6
N/C(=N\OC(=O)/C=C/c1ccccc1Cl)c1ccccn1 is listed with -1	-8	-89	0	-10	-1	-1	-2	2
CCc1ccc(/C=C2/C(=O)N(c3ccccc3)C(=S)N2CC(=O)OC)s1 is listed with -12	7	0	3	-1	3	-12	-1	-5

Next part
SMILES	Runt-CBFb FRET	14-3-3 Bad PPI	Hck Nef HTS	FXIa inh	KLK5 inh	FXIIa inh 1536	Runt-SMMHC FRET	Wee1 stabilizer	Thrombin inh
Cc1ccc(CN2CCN(Cc3ccc(-n4cccn4)cc3C)CC2CCO)cc1 (stereo not given)	0	-2	0	-2	nt	7	-1	-2	-1
Cc1noc(NS(=O)(=O)c2ccc(N3Cc4ccccc4C3=O)cc2)c1C	-1	+[fluorescence artefact?]	-1	14	22	24	4	-2	21
C=CCc1ccc(OCCOCCNCCCC)c(OC)c1	-1	22[fluorescence artefact?]	0	1	-6	15	-4	0	1
C=CCN(CC=C)S(=O)(=O)c1ccc(NC(=S)NC(=O)/C=C/c2cccc3ccccc23)cc1	-3	1	1	5	-11	11	-15	0	-1
O=C(COC(=O)c1ccco1)c1ccc2ccccc2c1	0	-3	1	9	3	12	-1	-3	4
O=C1c2oc3ccc(F)cc3c(=O)c2C(c2cccc(O)c2)N1CCCN1CCOCC1 (stereo not given)	0	-6	-7	5	-8	10	-4	3	-2
COC(=O)C1=C(C)NC(=O)CC1c1cc2c(cc1Br)OCO2 (stereo not given)	0	-2	-4	1	-2	3	-1	-2	-5
COc1ccc(C(=O)Nc2cccnc2)cc1S(=O)(=O)N1CCOCC1	-2	0	2	16	-10	27	6	0	-7
Cc1ccccc1C(=O)N1CCN(c2ccc(NC(=S)NC(=O)c3cccs3)cc2)CC1	4	-3	2	-3	-2	8	-4	-2	-4
CS(=O)(=O)N(CC(=O)O)c1ccc2c(c1)OCO2	1	7	0	7	-5	17	6	-2	1
O=c1c2ccccc2c2c(O)nc(-c3ccccc3)n2n1Cc1ccccc1	8	17[fluorescence artefact?]	2	-5	15	5	-4	2	-2
c1ccc2[nH]c(NCCN3CCOCC3)nc2c1	1	-1	7	0	-25	6	4	-1	-5
Cc1ccccc1Oc1ccc(Oc2ccccc2C)nn1	-1	-5	-1	-8	-6	2	-22	-2	-5
CC(C)COC(=O)/C(C#N)=C/c1c[nH]c2ccccc12	24	3	2	1	-4	14	51*	-3	-7
COc1ccc(CN2CCC(CO)(Cc3ccccc3C(F)(F)F)CC2)c(F)c1	0	-2	12	3	nt	12	2	1	2
CN(C(=O)CSc1nnc(N)s1)c1c(N)n(Cc2ccccc2)c(=O)[nH]c1=O	6	-5	3	-4	12	7	5	-1	-8
CN(C(=O)CS(=O)(=O)c1cn(CC(=O)N2CCOCC2)c2ccccc12)c1ccccc1	-1	-13	-35	-5	-19	6	2	2	0
C/C(=N/NC(N)=S)c1ccccc1[N+](=O)[O-]	2	-14	2	2	-8	10	4	0	1
Cn1cc(SCC(=O)NCCc2ccccc2)c2ccccc21	-1	-5	22	-2	-1	4	0	0	-9
CCOc1ccc(-n2nc3c(Cl)nnc(C)c3c2C)cc1	-3	5	6	0	-9	5	-3	1	-2
CCOC(=O)C(C)N1C(=O)S/C(=C/c2ccc3c(c2)n(C)c(=O)n3C)C1=O (stereo not given)	0	-7	19	-4	-1	6	-3	-1	-14
c1cncc(-c2nc(-c3ccc4c(c3)OCO4)cs2)c1	0	-8	-15	1	-17	5	-2	2	1
CCOC(=O)c1cc(-c2ccc(C)cc2)n(CCC(=O)NCCCOC)c1C	1	-15	-3	-1	-17	-15	2	-2	-11
COC(=O)c1c(NC(=O)CSc2nc3nc(C)cc(C)n3n2)sc(C)c1C	-3	-6[fluorescence artefact?]	1	3	-7	4	-2	1	-8
Cc1ccc(CNc2ccc(N3C(=O)CCCC3=O)cc2[N+](=O)[O-])cc1	-3	-22	1	-2	-22	4	-7	-1	-5
CCOC(=O)C1=C(C)N(c2ccccc2)C(=O)C1	1	-11	9	8	-5	16	2	5	2
O=C(c1cc(-c2ccccc2)on1)N1CCN(Cc2ccc3c(c2)OCO3)CC1	-3	-6	7	-2	5	12	-1	-2	-1
COC(=O)/C=C1\N/C(=N\c2nc(C)cc(C)n2)N(c2ccccc2)C1=O	2	-3	19	-4	-4	9	2	-1	3
Nc1nc(CN2CCN(c3cccc(Cl)c3)CC2)nc(N2CCCc3ccccc32)n1	-10	4	-1	2	5	13	0	0	-1
N#Cc1cc(-c2ccccc2)nc(NN)n1	1	-7	-4	34	20	25	1	3	-10
CCn1c(SCC(=O)OC)nnc1C1CCCCC1	-3	-2	-1	-13	-10	-4	2	0	0
Cc1ccc(C)c(-n2c(CNC(=O)c3ccco3)nnc2SCC(=O)Nc2nccs2)c1	1	-2[fluorescence artefact?]	3	-8	10	8	2	-1	-4
COc1ccc(-c2cc3nc(C)cc(C)n3n2)cc1	1	9[fluorescence artefact?]	4	-1	0	8	-1	1	0
COc1ccccc1N/N=C(\C#N)C(=N)N1CCOCC1	1	-4	24	0	-4	8	1	4	10
CC(NC(=O)c1ccc2c(c1)OCO2)C(c1cccs1)N1CCN(c2ccccc2)CC1 (stereo not given)	1	3	26	0	4	5	2	5	-3
COc1cccc(OCCOc2c(OC)cccc2OC)c1	-1	-11	2	-8	-7	0	-2	1	-6
CC(C)(C)c1ccc(C(=O)Nc2sc3c(c2C(=O)O)CCC3)cc1	5	1	16	6	8	10	-2	-2	-9
CNS(=O)(=O)c1ccc(NC(=O)c2ccoc2C)cc1	-1	-20	15	8	-9	5	4	-1	-8
Cc1ccc(C)c(NC(=S)NNC(=O)c2cc3c(s2)CCC(C)C3)c1 (stereo not given)	3	-12	2	7	-56	9	1	-3	-1
O=C(O)CNC(=O)CC1S/C(=N/N=C2/NC(=O)CS2)NC1=O (stereo not given)	1	0	23	-2	-18	4	-2	13*	13
O=C(N/N=C/c1cc(Cl)ccc1O)C(=O)Nc1ccccc1OC(F)(F)C(F)F	-44	-24[fluorescence artefact?]	4	5	-39	5	-99	-2	3
COP(=O)(CC(=O)c1ccccc1)CC(=O)c1ccccc1	-1	-6	-5	-3	-17	-2	142	-2	2
CCCCCc1cc(=O)oc2c(C(CCN3CCCC3)c3cc(OC)c(OC)c(OC)c3)c(OC)cc(OC)c12 (stereo not given)	-1	4	22	2	1	4	-5	nt	-1
O=C(CN1CCc2ccccc21)NN1CC(=O)N(c2ccc(Cl)cc2)CC1=O	1	-4	-3	5	-3	14	-2	0	0
CCOc1ccc(/C(O)=C2/C(=O)C(=O)N(c3nc(C)c(C)s3)C2c2ccco2)cc1 (stereo not given)	14	20[fluorescence artefact?]	3	7	-14	5	6	2	0
O=C(COC(=O)C1CC2C=CC1C2)NCCc1ccccc1 (stereo not given)	0	-1	8	2	1	7	-2	-1	1
CCOC(=O)C1=C(C)N(C)C(=S)NC1c1ccccc1 (stereo not given)	2	-2	-1	-1	-3	9	-35	3	-10
COc1ccc(-c2cc(C(=O)Nc3ccccc3F)on2)cc1	0	5	21	-1	0	7	0	-4	-1
COc1ccccc1CNC(=O)C1=CCN(S(=O)(=O)c2ccc(C)cc2)CC1	-2	-2	21	2	4	12	1	0	1
CCCn1c(N)c(NCCN2CCOCC2)c(=O)[nH]c1=O	1	-7	15	-10	-6	-1	5	-3	-27

Next section.
SMILES	Runt-CBFb FRET	14-3-3 Bad PPI	Hck Nef HTS	FXIa inh	KLK5 inh	FXIIa inh 1536	Runt-SMMHC FRET	Wee1 stabilizer	Thrombin inh
O=C(NCC1(N2CCOCC2)CCCCC1)c1ccc(Cl)c(S(=O)(=O)NCc2ccco2)c1	0	-11	1	-7	-14	7	2	1	-12
CCOC(=O)CSc1nnc(CNC(=O)c2ccc([N+](=O)[O-])cc2)n1C	-1	-6	4	-2	-2	7	0	2	-2
COC(=O)[C@@H](NC(=O)Nc1ccc(S(N)(=O)=O)cc1)C(C)C	-2	-2	-5	10	-5	13	-1	3	-2
CCOC(=O)c1c(-c2ccc(C)cc2)csc1/N=C/N(C)C	0	0	14	-3	-6	4	0	-1	-9
CC1CCc2c(C(=O)NCc3cccnc3)csc2C1 (stereo not given)	-1	5	0	3	11	8	2	0	2
CCOC(=O)c1ccc(-n2c(N)c(C(=O)NCC3CCCO3)sc2=S)cc1 (stereo not given)	45	9	0	0	-1	-4	25	0	-17
Brc1ccc(-c2csc(/N=C/N3CCOCC3)n2)cc1	-1	-4	1	2	-2	12	2	2	-2
CCOCCCNC(=S)N1CCCN(c2nc3cc(C)cc(C)c3cc2C#N)CC1	10	-11	21	0	3	10	30	-1	1
Cc1ccc(CSc2nnc(CS(=O)Cc3ccc(Cl)cc3Cl)n2C)cc1 (stereo not given)	-4	nt	0	-2	-1	11	-6	2	-3
C=CCNC(=S)NNC(=O)C(CCC(C)C)CC(C)(C)O (stereo not given)	2	-5	1	3	-19	17	0	1	-1
Cc1cc(-n2c(C)cc(C(=O)CN3C(=O)NC4(CCCCC4)C3=O)c2C)no1	0	-10[fluorescence artefact?]	2	-1	-5	2	-2	0	-4
Cc1ccc(CNc2oc(C)nc2C#N)cc1	-1	89*	-1	1	3	12	0	0	0
CCc1nc2ccccc2c(=O)n1NCCc1ccccc1	0	0	1	2	3	15	2	-3	7
COc1ccc2oc(C(=O)NCCC(C)C)c(C)c2c1	-1	-4	1	-2	0	7	0	4	-7
